# FLuc inhib CS: counter-screen for luciferase assay inhibitors: firefly luciferase inhibition; ATPLite firefly luciferase biochemical luminescence, 10 min; inhibition, % at 10 µM; P08659; 200,000 compounds, 1.5% hits;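 active = inhibition above about 50% when tested at 10 µM, limit read from the data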
# Target sequence (P08659 whole entry, looked up): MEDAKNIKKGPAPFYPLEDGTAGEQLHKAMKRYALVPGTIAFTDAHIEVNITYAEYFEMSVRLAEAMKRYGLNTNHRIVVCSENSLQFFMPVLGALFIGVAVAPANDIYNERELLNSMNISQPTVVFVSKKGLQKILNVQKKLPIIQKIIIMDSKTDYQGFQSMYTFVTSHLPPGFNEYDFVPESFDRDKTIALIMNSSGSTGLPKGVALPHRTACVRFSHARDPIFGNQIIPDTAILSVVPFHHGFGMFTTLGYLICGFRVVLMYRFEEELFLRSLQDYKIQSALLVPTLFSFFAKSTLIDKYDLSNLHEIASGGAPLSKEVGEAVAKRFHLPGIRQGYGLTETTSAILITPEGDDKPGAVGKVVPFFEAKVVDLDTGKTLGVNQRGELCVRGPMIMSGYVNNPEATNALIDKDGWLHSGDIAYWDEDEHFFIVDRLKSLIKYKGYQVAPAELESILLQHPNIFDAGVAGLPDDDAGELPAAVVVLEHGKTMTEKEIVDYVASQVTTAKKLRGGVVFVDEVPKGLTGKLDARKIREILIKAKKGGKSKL
# STAT1 activator: increases IFN-gamma driven STAT1 reporter signal; NIH 3T3 STAT1-luciferase reporter, luminescence; 100% = IFN-gamma alone, no compound; activation (% of control), % at 5.5 µM; 200,000 compounds, 2.6% hits; AID 932;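 active = activation above the screen-wide mean activation plus 3 SD, cut at about 130% in these data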;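 note: raw ratio to IFN-gamma control signal so 100% means no change and 0% no light; values of inactives mirror those of a sister screen read the other way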
# APP 5'UTR act: activates APP 5'UTR luciferase reporter | SH-SY5Y APP 5'UTR luciferase reporter, luminescence; zero percent = DMSO vehicle wells | 190,000 compounds, 1% hits | activation, % at 2 µM;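 active = activation above a set limit, based on mean plus 3 SD of controls, cut at about 140% in these data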; note: values of inactives mirror those of a sister screen read the other way
# NF-kB expr up: NF-kB expression increase, human neuronal cells. NF-kB reporter expression; active compounds read high. fold change at 12.5 µM. 190,000 compounds, 1.6% hits. AID 1239; in the data active = fold change above about 3.3
# Hsp70 act: Hsp70 transcriptional activation, primary screen | HeLa Hsp70 promoter luciferase reporter, luminescence; scaled: vehicle 0, proteasome-inhibitor control 100% | activation, % at 10 µM | 200,000 compounds, 0.04% hits;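 active = activation above the mean across all tested compounds plus 3 SD, cutoff set per campaign, cut at about 5.5% in these data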;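 note: 100% = MG132 at 30 µM as the positive control and 0% = DMSO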
# STAT1 blocker: STAT1 signaling inhibition. inhibition, % at 5.5 µM. 200,000 compounds, 0.35% hits. AID 920. NIH 3T3 STAT1-luciferase reporter, IFN-gamma, luminescence;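 active = inhibition above a set limit, the mean inhibition across all tested compounds plus 3 SD, cut at about 34% in these data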;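 note: 0% = IFN-gamma with DMSO and 100% = IFN-gamma with 300 µM nifuroxazide; values of inactives mirror those of a sister screen read the other way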
# RAM network inh: inhibitors of the yeast RAM network; S. cerevisiae dse1pr::URA3 reporter, 5-FOA growth OD615, 2 d; analog-sensitive cbk1-as2 kinase mutant strain; inhibition, % at 50 µM; 190,000 compounds, 1.8% hits; AID 868;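 active = inhibition above a set limit, 3 SD over mean compound inhibition, cut at about 8.4% in these data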;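 note: 0% = DMSO-only wells with no growth and 100% = 10 µM 1-NA-PP1 full growth; inhibition rescues growth on 5-FOA so higher OD means more RAM inhibition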
# APP 5UTR inh: APP translation inhibition; AID 1285; inhibition, % at 2 µM; 190,000 compounds, 0.82% hits; SH-SY5Y APP 5'UTR-luciferase reporter, luminescence;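 active = inhibition above a set limit, derived from the sample mean plus 3 SD, cut at about 45% in these data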; note: values of inactives mirror those of a sister screen read the other way
# STAT3 blocker: inhibitors of IL-6 induced STAT3 signaling; U3A cells, IL-6 STAT3-luciferase reporter, luminescence; host cell line lacks STAT1; inhibition, % at 5.5 µM; 190,000 compounds, 0.89% hits; AID 862;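 active = inhibition above the mean inhibition across all screened compounds plus 3 SD, cut at about 44% in these data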;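 note: 0% = DMSO only wells and 100% = 100 µM nifuroxazide control wells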
# STAT3 activator: increases IL-6 driven STAT3 reporter signal; U3A cells, IL-6 STAT3-luciferase reporter, luminescence; 100% = signal with IL-6 EC80 alone; activation (% of control), % at 5.6 µM; 190,000 compounds, 0.91% hits; AID 871;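 active = activation above the screen-wide mean of compound activation plus 3 SD, cut at about 130% in these data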;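 note: 0% = background luminescence of wells with medium and substrate only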
#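 Material: human STAT1-deficient U3A cells with stable STAT3-luciferase reporter / Probe or stimulus: IL-6 stimulus at 33 ng/mL final / Schedule: 1 h compound pre-exposure, 6 h IL-6 stimulation, 37 °C / Technique: luminescence / Read-out basis: percent of IL-6-only median luminescence / Control set: IL-6-only high control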
# * marks the source's active call; other numbers are inactive results; x = no result given. Rows are unselected; 7.7% or so of the library scored in one or more.
# The opening 12 compounds, to show the layout:
SMILES,FLuc inhib CS,STAT1 activator,APP 5'UTR act,NF-kB expr up,Hsp70 act,STAT1 blocker,RAM network inh,APP 5UTR inh,STAT3 blocker,STAT3 activator
Cc1ccc(-c2nn(-c3ccccc3)cc2/C=C/C(=O)O)o1,8,92,44,1.5,-0.1,8,-0.5,-44,18,87
Cn1ccnc1Sc1ccc(/C=N/NC(=O)c2ccccc2O)cc1[N+](=O)[O-],36,98,5,1,-0.1,2,2.2,-5,-63,149*
CC1CCN(C(=O)CSc2nc3ccccc3[nH]2)CC1,-4,126,72,2.3,-0.2,-29,-0.6,-72,8,99
Cc1ccc2c(c1)C1CN(C)CCC1N2C(=O)Nc1ccc(Cl)cc1 (stereo not drawn),-3,105,3,1.2,-0.5,-5,1.6,-3,5,100
O=C(Cn1cnnn1)OCC(=O)c1ccc(Cl)s1,-2,96,-7,1.1,-0.1,4,0.3,7,1,103
c1cnc(-c2noc(CN3CCN(C4CCCC4)CC3)n2)cn1,-2,107,16,1.2,-0.3,-9,-0.6,-16,5,100
Cc1ccc(NC(=O)CN(C)Cc2ccc(Cl)cc2)cc1,-6,99,-1,0.97,0.0,-1,1.4,1,-3,108
O=C(Cc1ccc(F)cc1)c1ccc(O)cc1O,-1,98,26,1.1,-0.1,3,0.1,-26,-12,107
O=C(OCC1OC(n2ccc(=O)[nH]c2=O)C(O)C1OC(=O)c1ccccc1)c1ccccc1 (stereo not drawn),-5,96,-20,1.2,-0.2,4,1.0,20,6,101
COc1ccc(S(=O)(=O)Nc2cc(C(=O)NC3CCCCCC3)ccc2N2CCOCC2)cc1,-4,105,3,1.1,-0.3,-5,3.0,-3,-6,109
O=c1oc2ccccc2c(Nc2ccccc2O)c1[N+](=O)[O-],-8,99,38,3.2,0.2,-2,-0.6,-38,12,92
O=C1CN(C(=O)c2ccc(Br)o2)C(c2ccc(F)cc2)c2cc(F)ccc2N1 (stereo not drawn),-6,101,4,0.91,-0.2,-1,1.5,-4,-4,106

# This part in full, from the first entry:
SMILES,FLuc inhib CS,STAT1 activator,APP 5'UTR act,NF-kB expr up,Hsp70 act,STAT1 blocker,RAM network inh,APP 5UTR inh,STAT3 blocker,STAT3 activator
Cc1ccc(-c2nn(-c3ccccc3)cc2/C=C/C(=O)O)o1,8,92,44,1.5,-0.1,8,-0.5,-44,18,87
Cn1ccnc1Sc1ccc(/C=N/NC(=O)c2ccccc2O)cc1[N+](=O)[O-],36,98,5,1,-0.1,2,2.2,-5,-63,149*
CC1CCN(C(=O)CSc2nc3ccccc3[nH]2)CC1,-4,126,72,2.3,-0.2,-29,-0.6,-72,8,99
Cc1ccc2c(c1)C1CN(C)CCC1N2C(=O)Nc1ccc(Cl)cc1 (stereo not drawn),-3,105,3,1.2,-0.5,-5,1.6,-3,5,100
O=C(Cn1cnnn1)OCC(=O)c1ccc(Cl)s1,-2,96,-7,1.1,-0.1,4,0.3,7,1,103
c1cnc(-c2noc(CN3CCN(C4CCCC4)CC3)n2)cn1,-2,107,16,1.2,-0.3,-9,-0.6,-16,5,100
Cc1ccc(NC(=O)CN(C)Cc2ccc(Cl)cc2)cc1,-6,99,-1,0.97,0.0,-1,1.4,1,-3,108
O=C(Cc1ccc(F)cc1)c1ccc(O)cc1O,-1,98,26,1.1,-0.1,3,0.1,-26,-12,107
O=C(OCC1OC(n2ccc(=O)[nH]c2=O)C(O)C1OC(=O)c1ccccc1)c1ccccc1 (stereo not drawn),-5,96,-20,1.2,-0.2,4,1.0,20,6,101
COc1ccc(S(=O)(=O)Nc2cc(C(=O)NC3CCCCCC3)ccc2N2CCOCC2)cc1,-4,105,3,1.1,-0.3,-5,3.0,-3,-6,109
O=c1oc2ccccc2c(Nc2ccccc2O)c1[N+](=O)[O-],-8,99,38,3.2,0.2,-2,-0.6,-38,12,92
O=C1CN(C(=O)c2ccc(Br)o2)C(c2ccc(F)cc2)c2cc(F)ccc2N1 (stereo not drawn),-6,101,4,0.91,-0.2,-1,1.5,-4,-4,106
Cn1cc([N+](=O)[O-])c(C(=O)NCc2ccco2)n1,-3,106,9,1.2,-0.1,-6,1.1,-9,-4,105
Cc1c(C(=O)OCC(=O)Nc2cccc(S(N)(=O)=O)c2)oc2c1ccc1ccccc12,-3,105,15,x,-0.2,-5,4.1,-15,22,85
CCOCCCNC(=O)C(c1ccccc1)N(Cc1cccs1)C(=O)CNC(C)=O (stereo not drawn),1,102,13,1.1,-0.2,-3,2.1,-13,0,99
COc1ccc(N(C)S(=O)(=O)c2cccc(C(=O)NCc3ccc4c(c3)OCO4)c2)cc1,-3,100,2,0.8,-0.3,0,6.2,-2,-2,103
COCCn1c(SCC(=O)Nc2ccc(S(N)(=O)=O)cc2)nc2ccccc21,-8,92,-1,0.98,-0.5,9,1.7,1,7,93
CC(=O)c1c(N2CCCCC2)nc(=S)n(Cc2ccccc2)c1C,-2,106,-10,1.1,0.2,-6,-0.3,10,2,101
CCOC(=O)C(=CNc1cc(C)nn1-c1ccccc1)C(=O)OCC,-1,52,-22,0.51,-0.3,52*,1.1,22,12,92
Cc1ccc(NC(=O)C2CCCN(S(=O)(=O)c3c(C)noc3C)C2)nc1 (stereo not drawn),-2,100,-10,0.8,-0.4,0,0.1,10,8,102

# Brought forward from above: two compounds, followed by the next part.
SMILES,FLuc inhib CS,STAT1 activator,APP 5'UTR act,NF-kB expr up,Hsp70 act,STAT1 blocker,RAM network inh,APP 5UTR inh,STAT3 blocker,STAT3 activator
CCOC(=O)C(=CNc1cc(C)nn1-c1ccccc1)C(=O)OCC,-1,52,-22,0.51,-0.3,52*,1.1,22,12,92
Cc1ccc(NC(=O)C2CCCN(S(=O)(=O)c3c(C)noc3C)C2)nc1 (stereo not drawn),-2,100,-10,0.8,-0.4,0,0.1,10,8,102
O=S(=O)(NC1CCN(Cc2ccccc2)CC1)c1ccc2ccccc2c1,-2,95,19,0.89,0.6,5,-1.1,-19,9,96
CCOc1ccc2[nH]c(C)c(CN3CCOCC3)c(=O)c2c1,-3,98,20,1.1,1.5,2,-0.5,-20,8,93
CC(C)=CC(=O)Nc1nnc(-c2ccc(F)cc2)s1,1,106,-2,1.4,-0.3,-8,2.4,2,29,80
CO/N=C/C=C1/N(C)c2ccccc2C1(C)C,-2,100,-1,1.1,0.0,-3,1.5,1,12,93
O=C(/C=C/c1ccccc1)NC(=S)Nc1ccc(N2CCOCC2)c(Cl)c1,-7,97,-7,1.3,-0.1,3,7.1,7,8,103
O=c1[nH]ncn2cccc12,-7,94,15,1.4,-0.1,6,3.0,-15,12,93
CC(=O)NCCn1c(SCC(=O)NCCc2ccc(S(N)(=O)=O)cc2)nc2ccccc2c1=O,-3,98,0,1.2,0.2,2,-0.3,0,8,100
CCOC(=O)C1CCCN(c2c(NCCN3CCCCC3CC)c(=O)c2=O)C1 (stereo not drawn),-8,105,-13,1.3,-0.3,-6,-0.9,13,6,99
CCOc1ccc(/C=C2/C(=N)N3OC(C)=CC3=NC2=O)cc1OC,-9,94,0,1.1,-0.3,5,1.4,0,12,92
COCC(C)NCc1cccc([N+](=O)[O-])c1 (stereo not drawn),-8,94,27,1.1,0.0,6,-0.3,-27,7,98
NC(=O)CSc1nnc2ccc(-c3ccco3)nn12,0,102,-3,0.96,0.1,-3,1.8,3,8,100
CNCc1ccccc1Sc1ccc(OC)cc1,-7,103,20,1.1,-0.4,-3,0.6,-20,6,101
CC1CCN(c2nc(Cl)nc(Nc3ccc([N+](=O)[O-])cc3)n2)CC1,-8,94,-27,1.1,-0.2,7,3.0,27,-3,106
COc1nccnc1NS(=O)(=O)c1ccc(NC(=S)NC(=O)/C=C/c2ccccc2)cc1,-1,102,17,0.96,-0.5,-2,4.6,-16,4,101
CCCN(CCC)S(=O)(=O)c1ccc2c(c1)CCCN2C(C)=O,0,98,14,0.99,-0.3,0,-0.6,-14,11,95
CCOC(=O)C1CCN(C(=O)c2oc3ccc(S(=O)(=O)N4CCCCCC4)cc3c2C)CC1,-5,94,11,0.57,-0.3,6,0.4,-11,15,90
COc1cccc(C(=O)Nc2cc(C(=O)NCCc3ccccc3)ccc2Cl)c1,-2,106,2,1.3,0.4,-7,2.8,-2,-12,111
COc1ccc(CC(=O)NNS(=O)(=O)c2ccc3ccccc3c2)cc1OC,-4,101,-5,1.1,-0.4,-1,4.3,5,5,99
CCOC(=O)N1CCN(C(=O)c2nn(-c3cc(OC)cc(OC)c3)c(=O)c3ccccc23)CC1,-4,101,-3,0.88,-0.4,1,4.9,3,6,101
CCN1C(=O)/C(=C2/Sc3ccc(OC)cc3N2C)SC1=Nc1cccc(O)c1,-3,99,-8,1.2,-0.3,2,1.9,8,27,82
O=C(NC(Cc1c[nH]c2ccccc12)C(=O)O)/C(=C/c1ccco1)NC(=O)c1ccccc1 (stereo not drawn),-1,97,-11,0.94,-0.2,2,0.6,11,0,107
O=C(CN1CCN(S(=O)(=O)c2ccc(Br)cc2)CC1)N/N=C/c1cc([N+](=O)[O-])ccc1Cl,-4,101,-3,1,-0.4,-1,-1.1,3,-3,101
CCOC(=O)c1c(NC(=O)Cn2nnc(-c3ccc(Cl)cc3)n2)sc(CC)c1C,-6,102,13,1.1,0.1,-2,8.2,-13,5,100
CCCN(CC1CC1)C(=O)COC(=O)c1ccc2c(c1)C(=O)N(c1ccc(OCC)cc1)C2=O,-2,97,-3,1.1,-0.1,3,11*,3,2,103
COc1ccc(-c2cc3nc(C)cc(N4CC(C)CC(C)C4)n3n2)cc1 (stereo not drawn),-3,92,-5,1.2,-0.2,8,1.4,5,9,94
CCN(CC)C(=O)Nc1ccc(C(=O)OC)cc1,-3,102,-1,1.3,0.1,-3,1.6,1,3,103
Cc1ccc(CNC(=O)C(OC(=O)c2ccco2)C(C)C)cc1 (stereo not drawn),0,102,30,1.1,-0.1,-1,0.3,-30,10,97
O=C(O)c1cc(NC(=O)C2CCCO2)cc(NC(=O)C2CCCO2)c1 (stereo not drawn),-6,94,8,0.93,-0.6,7,1.6,-8,3,97
COc1ccc(C(=O)N2CCN(c3cccc(Cl)c3)CC2)cc1,-6,94,11,1.4,0.1,7,1.2,-12,8,94
C/C(=N\NC(=O)CC#N)c1cc2ccc(O)cc2oc1=O,-2,104,3,1.2,-0.1,-6,0.6,-3,0,104
Cc1ccc(S(=O)(=O)Nc2ccccc2C(=O)NCc2cccnc2)cc1,0,103,6,0.99,-0.1,-4,2.0,-6,16,96
Cc1ccc(SCc2nc3ccccc3n2CC(=O)Nc2ccccc2)cc1,0,88,5,0.92,-0.4,13,1.2,-5,4,97
